Bioassay records: PubChem BioAssay, National Center for Advancing Translational Sciences (NCATS)
CBFb-RUNX1 inh = CBF-beta/RUNX1 interaction disruption; Q01196+Q13951; AlphaScreen CBFb-His/RUNX1-biotin binding, biochemical; AID 1477; 230,000 tested, under 10 active; Potency, µM (titrated, usually from 59.8 µM), for the others: at the top dose activity, negative = inhibition, usual class: inhibitors; note: % of control where 0% means no effect
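Inhibition was taken as any reduction in AlphaScreen signal from the CBF-beta–RUNX1 pair (His and biotin tags, 30 nM each), measured after compound (15 min) and bead (90 min) incubations at room temperature.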
GLA spleen mod = inhibits or activates alpha-galactosidase in human spleen homogenate; P06280; human spleen homogenate, 4MU-alpha-Gal fluorescence, 40 min; Potency, µM (top dose mostly 80 µM), for the others: top-dose activity change, negative = inhibition, usual class: inhibitors; actives 0.008% (n = 240,000); AID 2107;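 note: potency is the fitted concentration of half-maximal effect; 0% = enzyme with vehicle and -100% = no enzyme basal signal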
Target sequence (P06280 32-429 limits assumed): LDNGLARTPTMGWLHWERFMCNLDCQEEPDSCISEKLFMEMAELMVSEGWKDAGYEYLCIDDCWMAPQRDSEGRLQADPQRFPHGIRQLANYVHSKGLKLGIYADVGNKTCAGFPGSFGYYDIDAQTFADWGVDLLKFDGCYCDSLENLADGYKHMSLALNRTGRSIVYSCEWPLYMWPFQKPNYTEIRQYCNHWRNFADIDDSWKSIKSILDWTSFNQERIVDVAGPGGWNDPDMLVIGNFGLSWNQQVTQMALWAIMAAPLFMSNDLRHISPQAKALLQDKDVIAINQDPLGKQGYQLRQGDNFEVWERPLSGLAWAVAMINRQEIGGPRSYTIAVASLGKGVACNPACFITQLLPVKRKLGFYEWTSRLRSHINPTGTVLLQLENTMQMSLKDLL
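Inhibition or activation of alpha-galactosidase in human spleen homogenate is scored by 4-MU fluorescence after 40 min at 37C, pH 5.0, with 1 mM substrate. AC50s come from concentration-response fitted to the Hill equation.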
NPSR antag = antagonists of human neuropeptide S receptor cAMP signaling. AID 1461. Potency, µM (top dose mostly 38.3 µM), for inactives: at the top dose activity change, negative = inhibition, most hits filed as inhibitors. actives 1% (n = 220,000). CHO-NPSR cells, cAMP TR-FRET, antagonist mode; note: potency is the fitted concentration of half-maximal effect; % is set by controls: 0 for no effect and ±100 for the full control effect; nearly all actives have a fitted effect of over 50% in size; many of its hits are not listed in these tables
Target sequence (Q6W5P4 whole entry, looked up): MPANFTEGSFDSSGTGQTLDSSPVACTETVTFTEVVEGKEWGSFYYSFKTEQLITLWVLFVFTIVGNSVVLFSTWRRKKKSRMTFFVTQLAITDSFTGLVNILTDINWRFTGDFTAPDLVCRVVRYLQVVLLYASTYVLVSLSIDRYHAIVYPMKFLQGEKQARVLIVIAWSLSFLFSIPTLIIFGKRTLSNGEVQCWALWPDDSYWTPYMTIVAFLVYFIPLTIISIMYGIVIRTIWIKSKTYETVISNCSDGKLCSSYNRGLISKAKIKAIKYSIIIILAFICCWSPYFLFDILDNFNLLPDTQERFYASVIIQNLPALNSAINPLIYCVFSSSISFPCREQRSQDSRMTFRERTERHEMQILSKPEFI
Tau fibril FP = tau fibrillization inhibition (FP); P10636; AID 1468; actives 0.39% (n = 280,000); K18 P301L tau heparin fibrillization, Alexa594 FP, 6 h; Potency, µM (highest dose often 57.7 µM), without a hit: at the highest dose activity, negative = inhibition, actives largely listed as inhibitors; note: potency is the fitted concentration of half-maximal effect; % is set by controls: 0 for no effect and ±100 for the full control effect; nearly all actives have a fitted effect of over 55% in size
Target sequence (P10636 561-689 P618L limits assumed): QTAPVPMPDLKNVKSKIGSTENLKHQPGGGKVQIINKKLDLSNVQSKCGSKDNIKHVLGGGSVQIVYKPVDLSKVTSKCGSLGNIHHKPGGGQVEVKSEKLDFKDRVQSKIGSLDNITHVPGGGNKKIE
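Human tau K18 […] P301L fragment, 15 uM unlabeled plus 0.24 uM Alexa 594-labeled tau (final), with compound and 20 uM heparin in 100 mM sodium acetate pH 7; 6 hr at 37 C, then Alexa 594 FP read.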
TexasRed fluor = Texas Red fluorescence interference in TRb-SRC2 counter-screen. TRb/SRC2 Texas Red total fluorescence interference. Potency, µM (titrated, usually from 106 µM), for the others: top-dose fluorescence change, negative = quenching. AID 1479. actives 0.29% (n = 280,000); active = well fitted curve in either direction with a large enough effect; inconclusive = small, poorly fitted or top-dose-only effect; note: potency is the fitted concentration of half-maximal effect; % is set by controls: 0 for no effect and ±100 for the full control effect
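Flags fluorescent or light-absorbing compounds by total fluorescence, S + 2P, at 555 nm excitation and 632 nm emission. Mixture: 20 nM Texas Red SRC2 peptide, 0.6 uM human TRb LBD, 1 uM T3, 5% DMSO; compound exposure 5 h at ambient temperature.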
TRb-SRC2 inh = TRbeta-SRC2 interaction inhibition. P10828. TRbeta-SRC2 peptide binding, fluorescence polarization; receptor liganded with 1 µM T3. Potency, µM (titrated, usually from 106 µM), for inactives: at the highest dose activity change, negative = inhibition, hits mostly inhibitors. actives 0.065% (n = 280,000);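 note: potency is the fitted concentration of half-maximal effect; plate controls were bound peptide for no effect and peptide without receptor for full effect; nearly all actives have a fitted effect of over 50% in size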
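Read-out is fluorescence polarization (555 nm excitation, 632 nm emission) of a Texas Red SRC2 coactivator peptide; loss of signal reflects blocked binding to human TRb ligand-binding domain in the presence of 1 uM T3.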
Tau fluor counter = counter-screen for tau fibril formation inhibitors; AID 1463; actives 0.93% (n = 280,000); tau K18 P301L Alexa594 fluorescence, heparin fibrillization; Potency, µM (series often up to 57.7 µM), without a hit: at the highest dose activity change, negative = decrease; note: potency is the fitted concentration of half-maximal effect; % is set by controls: 0 for no effect and ±100 for the full control effect; nearly all actives have a fitted effect of over 55% in size
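Human tau K18 P301L (15 uM unlabeled, 0.24 uM Alexa 594-labeled) in 100 mM sodium acetate pH 7 with 20 uM heparin, 6 hr at 37 C. ThT 30 uM added, 1 hr ambient; Alexa 594 FP and total fluorescence read at 555/632 nm.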
Epigenetic derep = derepresses silenced GFP reporter in murine cells; murine LDR cells, GFP reporter derepression, 30 h; Potency, µM (titrated, usually from 53.9 µM), for the others: at the highest dose GFP activation, hits mostly activators; actives 0.2% (n = 280,000); AID 1865; note: potency is the fitted concentration of half-maximal effect; % of control where 0% means no effect; nearly all actives have a fitted effect of over 60% in size
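Readout is the number of GFP-expressing murine LDR cells, counted by cytometry following washing. Cells were treated with compound for 30 h at 37 C; the stably integrated CMV-GFP locus is normally silent.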
* marks the source's active call; other numbers are inactive results; ? = inconclusive; · = no result given; [ ] = dose if it differs, or a comment. Unless noted, calls come from the whole dose curve; as a rule, active = well fitted curve in the direction sought with a large enough effect; inconclusive = small, poorly fitted or top-dose-only effect, or another doubt; inactive = no such curve, though single readings can be large; an effect the other way counts as inactive or inconclusive. These rows are one share of the data. The share of hits here may be higher or lower than overall.

SMILES	CBFb-RUNX1 inh	GLA spleen mod	NPSR antag	Tau fibril FP	TexasRed fluor	TRb-SRC2 inh	Tau fluor counter	Epigenetic derep
COc1ccc(-c2csc(NC(=O)c3ccco3)n2)cc1	3%	-6%	-3%[46.1 µM]	-1%	1%	16%	?	-1.0%
CC(=O)c1c(C(C)=O)c(C)n(-c2ccc(O)cc2)c1C	4%	-3%	-18%[46.1 µM]	1%	1%	7%	3%	-1.6%
O=C(/C=C/NNC(=O)c1ccccc1)c1ccc([N+](=O)[O-])cc1	?	7%	7%	-3%	2%	10%	-13%	0.0%
COc1ccc(OC)c(C(=O)c2coc3ccc(OC)cc23)c1	13%	1%	-16%[46.1 µM]	-2%	-3%	-2%	-13%	0.7%
O=C1c2ccccc2NC(c2cccc(O)c2)N1Cc1ccco1 (stereo unspecified)	2%	6%	17%	-11%	0%	2%	-14%	0.2%
COc1cc(C(=O)NC2CC(C)(C)NC(C)(C)C2)cc(OC)c1OC	3%	-3%	-16%	3%	1%	-3%	-6%	1.5%
CC(C)(C)c1ccc(-n2nc(C#N)c(Cl)cc2=O)cc1	-7%	2%	-55%	2%	0%	-11%	-10%	0.0%
CCOc1ccc(C2Nc3ccccc3-c3nnc(SCc4ccccc4)nc3O2)cc1OC (stereo unspecified)	·	·	·	8%	-3%	10%	-6%	-2.2%
O=C(CSc1nc2ccccc2c(=O)n1CCCC(=O)N1CCCC1)NCc1ccco1	3%	-18%	-11%[46.1 µM]	-1%	-2%	8%	-5%	-1.7%
COc1ccc(CCNC(=O)Cc2nn(C)c(=O)c3ccccc23)cc1OC	7%	-3%	12%[46.1 µM]	-4%	-1%	0%	4%	0.0%
CCCCN1c2cc(C)c(O)cc2C(C(=O)OCC)C1C (stereo unspecified)	1%	7%	-7%[46.1 µM]	9%	-1%	5%	-13%	-1.0%
CCOc1ccccc1Nc1nc(-c2sc(NC(=O)c3ccccc3)nc2C)cs1	-6%	0%	-18%[46.1 µM]	3%	2%	-2%	?	-0.9%
CCOc1ccc2nc(NC(=O)CN3CCN(C)CC3)sc2c1	0%	11%	-23%[46.1 µM]	1%	-3%	2%	-11%	0.1%
CCOC(=O)N1CCN(C(=O)C2CC(c3ccc(F)cc3)=NO2)CC1 (stereo unspecified)	0%	4%	-7%[46.1 µM]	10%	-1%	7%	1%	-3.1%
CCOc1ncccc1C(=O)N1CCN(S(=O)(=O)c2ccc3ccccc3c2)CC1	-1%	-1%	-23%	8%	0%	4%	14%	-4.0%
Cc1ccc(SCc2cc(=O)n3[nH]c(C)nc3n2)cc1	-1%	5%	-8%[46.1 µM]	2%	-3%	-1%	8%	0.0%
O=C(Nc1nc(-c2cccs2)c(-c2cccs2)s1)C1(c2ccccc2)CC1	29%	2%	-11%[46.1 µM]	12%	3%	2%	-10%	0.0%
Cc1cc(C)cc(NC(=O)c2ccc(Cn3nc(C)c(Cl)c3C)o2)c1	-7%	-14%	-4%[46.1 µM]	4%	-4%	-17%	-20%	0.0%
COCCn1nnnc1C(c1ccc2ncccc2c1)N1CCN(c2ccccc2F)CC1 (stereo unspecified)	9%	24%	?	-9%	-1%	-6%	-9%	-0.2%
COc1cc(C)nc(-c2csc(C)n2)n1	8%	2%	-24%	8%	-8%	-6%	1%	-2.4%
O=C(NC(=S)Nc1cccc2ncccc12)c1cccs1	2%	-1%	-39%	-9%	0%	3%	1%	-2.9%
COc1ccc(Br)cc1CNc1ccc(S(N)(=O)=O)cc1	-8%	0%	-7%	0%	-2%	1%	-9%	3.2%
O=C(CN(c1cccc([N+](=O)[O-])c1)S(=O)(=O)c1ccccc1)N(Cc1ccccc1)Cc1ccccc1	-7%	-1%	11%	5%	-17%	8%	-30%	0.0%
COC(=O)c1ccc(Cn2nnc3sc4c(c3c2=O)CCC(C)C4)cc1 (stereo unspecified)	·	·	·	-12%	0%	-5%	-21%	-1.0%
CCCNC(=O)c1cc2n(n1)CCCN(Cc1ccc(F)cc1)C2=O	·	·	·	-2%	-21%	9%	4%	0.8%
SMILES	CBFb-RUNX1 inh	GLA spleen mod	NPSR antag	Tau fibril FP	TexasRed fluor	TRb-SRC2 inh	Tau fluor counter	Epigenetic derep
CCNC(=S)NNC(=O)c1cccs1	0%	4%	6%[46.1 µM]	3%	-5%	-10%	2%	1.0%
Cc1ccccc1NC(=O)c1sc(Cl)nc1-c1ccccc1	3%	3%	-15%[46.1 µM]	3%	1%	11%	-8%	1.2%
Cc1ccc2c(CC(=O)NCC3COc4ccccc4O3)coc2c1 (stereo unspecified)	7%	-8%	-9%[46.1 µM]	12%	0%	-11%	-11%	-7.9%
CC(=O)Nc1cccc(OC(=O)N2CCOCC2)c1	8%	0%	?	-7%	-6%	-5%	2%	0.1%
Cc1ccccc1CNC(=O)c1ccc(-c2nc(CS(=O)(=O)c3ccccc3)c(C)o2)cc1	·	·	·	-5%	-1%	-1%	-4%	10%
O=C(COc1ccc(F)cc1)NCc1ccc2c(c1)CCN2C(=O)c1ccccc1	·	·	·	9%	-5%	4%	1%	-1.3%
COc1ccc(NC(=O)c2cn(-c3ccccc3)nc2SC)cc1	6%	-6%	1%[7.67 µM]	?	-2%	1%	18µM*[quencher]	-1.4%
COc1cc(S(=O)(=O)NCC2OCCc3ccccc32)ccc1-n1cnnn1 (stereo unspecified)	8%	4%	-8%[46.1 µM]	-9%	-4%	-9%	-10%	0.7%
O=C(COC(=O)/C=C/c1ccc(Cl)cc1Cl)Nc1cc(C(F)(F)F)ccc1N1CCOCC1	3%	3%	7%	-2%	2%	-4%	0%	-5.1%
Cn1cccc1C(C#N)c1ncc(C(F)(F)F)cc1Cl (stereo unspecified)	-6%	-6%	-8%	1%	2%	-9%	-15%	3.5%
CC(C)c1ccc(-c2nc3ccccc3s2)cc1	13%	-4%	31%	-14%	-2%	-9%	-30%	0.1%
CCN(CC)S(=O)(=O)c1cccc(-c2nnc(SCC(=O)NC3CCCCCC3)n2N)c1	1%	-5%	-14%[46.1 µM]	-7%	-2%	-1%	-8%	0.0%
CC1CCc2c(sc3ncn(CC(=O)N4CCCCC4)c(=O)c23)C1 (stereo unspecified)	3%	-1%	13%	5%	-2%	-1%	-3%	-2.8%
CCOc1ccccc1NC(=O)Cn1c(=O)nc(-c2ccccc2F)c2cc(Cl)ccc21	·	·	·	-4%	-2%	5%	-18%	-4.1%
O=C(Nc1cccc(Cl)c1)N1CCN2C(=O)c3ccccc3C12c1ccccc1 (stereo unspecified)	-8%	-10%	?	?	-2%	1%	?	-2.3%
CSCCC(NC(=O)c1ccccc1)c1nc(-c2ccccc2)no1 (stereo unspecified)	3%	-1%	-13%[46.1 µM]	8%	1%	-4%	-14%	-5.1%
CCCN(CCC)C(=S)NC(=O)c1ccc(-c2ccccc2)cc1	25%	7%	-9%[46.1 µM]	4%	2%	-13%	-25%	-0.9%
Cc1ccc(NC(=O)CCl)cc1S(=O)(=O)N1CCCCCC1	1%	-5%	-20%	0%	-4%	1%	-11%	0.0%
CCCOc1ccc2[nH]cc(C(=O)O)c(=O)c2c1	2%	-2%	-12%[46.1 µM]	-1%	-3%	1%	-7%	-0.1%
N#C/C(C(=O)NCc1ccccc1)=C1/SC(Cc2ccc(Cl)cc2)C(=O)N1c1ccccc1 (stereo unspecified)	-1%	-4%	-8%	-5%	1%	2%	-1%	3.8%
COc1cccc(C(=O)c2cn(CC(=O)NCCc3ccccc3)c3nc(C)ccc3c2=O)c1	·	·	·	1%	1%	5%	-2%	1.6%
Cc1cc(Nc2ccc(N3CCC(C)CC3)cc2)n2ncnc2n1	7%	-3%	-1%[46.1 µM]	15%	-2%	1%	4%	0.9%
COc1cccc(CNC(=O)C2(c3cccs3)CCOCC2)c1	·	·	·	-7%	0%	-5%	-13%	9.3%
Brc1ccc(OCCOc2cccc3cccnc23)cc1	1%	-1%	2%	-5%	1%	-5%	1%	0.2%
CCNc1nc(Cl)nc(NCCOc2ccc(C)cc2)n1	-2%	5%	12%	-1%	-5%	-3%	-12%	-1.9%

One compound at a time, from the list above.
Cn1cccc1C(C#N)c1ncc(C(F)(F)F)cc1Cl (stereo unspecified) is entered as CBFb-RUNX1 inh = -6%; GLA spleen mod = -6%; NPSR antag = -8%; Tau fibril FP = 1%; TexasRed fluor = 2%; TRb-SRC2 inh = -9%; Tau fluor counter = -15%; Epigenetic derep = 3.5%
Cc1ccccc1NC(=O)c1sc(Cl)nc1-c1ccccc1 is entered as CBFb-RUNX1 inh = 3%; GLA spleen mod = 3%; NPSR antag = -15%[46.1 µM]; Tau fibril FP = 3%; TexasRed fluor = 1%; TRb-SRC2 inh = 11%; Tau fluor counter = -8%; Epigenetic derep = 1.2%

Other entries follow:
SMILES	CBFb-RUNX1 inh	GLA spleen mod	NPSR antag	Tau fibril FP	TexasRed fluor	TRb-SRC2 inh	Tau fluor counter	Epigenetic derep
Cc1oc(-c2ccccc2Cl)nc1CSc1nc2ncccc2[nH]1	·	·	·	4%	7%	5%	-9%	-1.2%
CCc1ccc(N(C(C)=O)c2nc(CCl)cs2)cc1	-5%	3%	-14%	7%	-2%	4%	4%	-2.3%
O=C(Nc1ccc(-n2cnnn2)cc1)c1cn2ccccc2n1	20%	8%	0%	3%	-3%	1%	1%	-1.3%
Cc1cc(C)nc(SCc2nnc(SCC(=O)N3CCCc4ccccc43)o2)n1	-3%	-2%	-15%[46.1 µM]	-2%	-1%	5%	-6%	-0.7%
Cc1ccc(-n2ncc(C(=O)N3CCN(c4cccc(C)c4)C(C)C3)c2C2CCN(C(=O)OC(C)(C)C)CC2)cc1 (stereo unspecified)	·	·	·	-7%	?	1%	-4%	-2.2%
CCOC(=O)CSc1nc2ccccc2c(=O)[nH]1	19%	0%	5%[46.1 µM]	-6%	-5%	-10%	5%	0.0%
CN(C)C(=O)c1nc2ccc(Cl)cn2c1CN1CCCC(OCc2ccccc2)C1 (stereo unspecified)	16%	4%	20%	5%	-3%	-4%	4%	0.5%
Cc1ccc(NC(=O)c2ccc(OC(=O)c3ccco3)cc2)cc1	-1%	-3%	-11%[46.1 µM]	-4%	-4%	-9%	0%	-2.0%
